PP5 primary = inhibitors of human protein phosphatase 5 (PP5). inhibition, % at 6.7 µM. 320,000 compounds, 0.18% hits. P53041. AID 1987. purified PP5c, OMFP substrate fluorescence;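 active means inhibition above the campaign's mean inhibition across all tested compounds plus 3 SD, cut at about 9.5% in these data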;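 further: 0% = DMSO only and 100% = 100 µM cantharidin control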
Target sequence (P53041 whole entry, looked up): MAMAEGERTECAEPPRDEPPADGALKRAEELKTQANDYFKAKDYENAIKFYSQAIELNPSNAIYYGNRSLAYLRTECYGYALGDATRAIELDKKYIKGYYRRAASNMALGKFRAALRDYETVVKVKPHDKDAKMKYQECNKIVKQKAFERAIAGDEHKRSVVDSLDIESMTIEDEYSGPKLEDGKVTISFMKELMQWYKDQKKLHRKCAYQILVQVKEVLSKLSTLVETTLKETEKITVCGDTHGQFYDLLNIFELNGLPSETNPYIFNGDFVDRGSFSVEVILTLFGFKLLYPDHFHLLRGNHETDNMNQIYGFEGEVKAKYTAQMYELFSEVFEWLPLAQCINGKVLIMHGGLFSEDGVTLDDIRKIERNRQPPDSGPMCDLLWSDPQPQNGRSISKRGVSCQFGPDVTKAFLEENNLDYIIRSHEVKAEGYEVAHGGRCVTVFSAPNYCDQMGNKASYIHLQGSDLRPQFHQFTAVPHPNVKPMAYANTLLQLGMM
Efflux pump inh = inhibitors of Candida antifungal efflux pumps expressed in yeast. S. cerevisiae Candida pump triplex, Nile Red efflux. inhibition, % at 10 µM. 330,000 compounds, 0.44% hits. AID 485275;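 active means plate passing quality check with inhibition over a set limit, or well fluorescence over plate mean plus 4 SD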;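 further: Nile Red retained in pooled yeast measured as flow cytometry median fluorescence; 0% = buffer negative control and 100% = Enniatin B positive control; higher means more Nile Red kept so more efflux inhibition; some compounds called inactive have numbers as strong as hits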
procasp7 counter = counter-screen for procaspase-3 activators: activators of human procaspase-7. P55210. AID 463210. recombinant procaspase-7, Ac-DEVD-pNA absorbance 405 nm; D23A/D198A/D206A triple mutant, cannot self-cleave; scale: DMSO 0, 5 µM enzyme 100. activation, % at 8.5 µM. 330,000 compounds, 0.093% hits;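 active means percent activation above the screen-wide mean plus 3 SD, cut at about 25% in these data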
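Replicates: singlicate. Assay system: Procaspase-7 triple mutant (PC-7 D3A). Signal: 405 nm absorbance of p-nitroaniline. Times: 1 h preincubation, 2 h reaction. Buffer or medium: Zinc-free HEPES pH 7.4 with 300 mM NaCl, 0.01% Triton X-100. Also added: DEVD-pNA substrate. Benchmarks: DMSO wells as 0%, DMSO with 5 µM added PC-7 as 100%.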
CTSL1 counter = blocks F. hepatica cathepsin L1 in PFM18AAP counter-screen. recombinant F. hepatica cathepsin L1, Z-Leu-Arg-MCA fluorescence. AID 1906. inhibition, % at 5.96 µM. 300,000 compounds, 0.49% hits;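 active means inhibition above the mean of all tested compounds plus 3 SD, set per screening campaign, cut at about 17% in these data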;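 further: 0% = plate median of test compound wells and 100% = 1 µM Z-Phe-Ala-diazomethylketone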
HCV core dimer = blocks dimerization of HCV core protein | inhibition, % at 5 µM | 300,000 compounds, 0.33% hits | AID 1899 | TR-FRET GST/Flag-core106 dimerization, 1536-well;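 active means inhibition above the mean of all tested compounds plus 3 SD, set per screening campaign, cut at about 45% in these data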
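Material: GST/Flag-tagged HCV core106 proteins. Incubation: 4 h, 22.5 °C incubation. Read-out basis: inhibition (%) from 671 over 617 nm ratio. Measured by: TR-FRET, excitation 340 nm, emission 617 and 671 nm.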
TPT1 inh = C. albicans TPT1 enzyme inhibition; recombinant caTPT1, FP RNA substrate dephosphorylation; inhibition, % at 5 µM; 300,000 compounds, 0.81% hits;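 active means inhibition above the mean of all tested compounds plus 3 SD, set per screening campaign, cut at about 24% in these data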;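 further: plate controls were DMSO alone for no effect and ferristatin control at 100 nM for full effect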
proCasp3 act = procaspase-3 (human) activation; recombinant procaspase-3 D3A, Ac-DEVD-pNA absorbance 405 nm; 330,000 compounds, 0.11% hits; activation, % at 8.5 µM; AID 463141; P42574;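 active means activation above the mean of all tested compounds plus 3 SD, cut at about 21% in these data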;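 further: 0% = DMSO alone and 100% = DMSO wells spiked with extra 5 µM PC-3 D3A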
Target sequence (P42574 whole entry D9A/D28A/D175A): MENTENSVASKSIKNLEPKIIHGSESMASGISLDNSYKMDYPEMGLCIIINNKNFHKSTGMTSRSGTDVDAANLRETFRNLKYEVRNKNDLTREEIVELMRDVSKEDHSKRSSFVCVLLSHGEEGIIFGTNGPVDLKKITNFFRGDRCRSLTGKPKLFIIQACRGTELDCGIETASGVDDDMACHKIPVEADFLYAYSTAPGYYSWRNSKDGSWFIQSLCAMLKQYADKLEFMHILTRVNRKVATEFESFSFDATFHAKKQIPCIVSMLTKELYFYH
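Assay system: Autoprocessing-dead procaspase-3 D3A mutant enzyme; also added: Ac-DEVD-pNA; doses: one concentration, 8.5 µM nominal, 0.8% DMSO; times: 1 h compound preincubation, 2 h substrate hydrolysis at 25 °C; technique: 405 nm absorbance of p-nitroaniline, reads at 0 and 120 min; measure: % activation between DMSO and enzyme-spiked controls; repeats: single replicate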
JMJD2C inh = inhibitors of human GASC-1 (JMJD2C) demethylase; GST-JMJD2C(1-420) H3K9me3 demethylation, DELFIA europium; inhibition, % at 2.35 µM; 330,000 compounds, 0.069% hits; AID 2099;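 active means more than half of a compound's replicate wells show inhibition beyond 50%, single wells judged on their own value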;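 further: signal counts dimethyl H3K9 product captured on neutravidin plate; 0% = median of DMSO wells and 100% = 0.3 times that DMSO median; strong numbers were not always called active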
PP1 counter = PP1-alpha (human) inhibition in PP5 counter-screen; purified PP1alpha, OMFP fluorescence; 320,000 compounds, 0.9% hits; P62136; inhibition, % at 6.7 µM;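 active means inhibition above the mean inhibition of all tested compounds plus 3 SD, computed separately for each screening campaign, cut at about 15% in these data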
Target sequence (P62136 whole entry, looked up): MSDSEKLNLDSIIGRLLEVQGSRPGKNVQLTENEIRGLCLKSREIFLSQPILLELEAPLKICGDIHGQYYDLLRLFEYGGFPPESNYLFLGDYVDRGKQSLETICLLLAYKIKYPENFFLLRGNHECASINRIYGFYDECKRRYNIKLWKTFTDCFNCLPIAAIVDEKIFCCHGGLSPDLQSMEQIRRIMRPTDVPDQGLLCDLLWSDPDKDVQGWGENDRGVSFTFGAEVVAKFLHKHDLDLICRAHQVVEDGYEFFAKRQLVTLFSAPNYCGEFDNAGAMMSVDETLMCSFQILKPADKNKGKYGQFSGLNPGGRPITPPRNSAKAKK
* = called active by the depositor; · = no result given.

SMILES | PP5 primary | Efflux pump inh | procasp7 counter | CTSL1 counter | HCV core dimer | TPT1 inh | proCasp3 act | JMJD2C inh | PP1 counter
CN(C(=O)CSc1nnc(-c2ccncc2)n1C)C1CCS(=O)(=O)C1 (stereo unspecified) | 0.5 | -0.1 | 4.5 | -1.8 | 0.1 | -7.0 | -0.6 | -1.4 | -1.3
O=C(NC1CC1)c1sc2cc(F)ccc2c1Cl | 0.2 | 0.0 | -5.0 | · | · | · | 7.8 | 6.0 | -0.9
CC(C)c1cccc(C(C)C)c1NC(=O)CCN1C(=O)NC2(CCCC2)C1=O | 1.2 | -0.2 | -6.7 | · | · | · | 3.4 | 1.4 | -2.8
COC(=O)c1ccc(Cl)c(NC(=O)CSc2ncn[nH]2)c1 | 0.9 | 0.0 | 4.7 | 0.6 | -0.2 | 0.5 | 5.6 | -4.2 | 1.1
COc1ccccc1C(=O)Nc1onc(C)c1C#N | -0.9 | 0.2 | -2.4 | -3.4 | 1.7 | -0.2 | -1.0 | 14.0 | -5.3
CSc1ncccc1C(=O)Nc1cccc(C)n1 | 0.1 | 0.4 | 12.0 | -41.2 | -2.7 | 0.2 | 1.3 | -47.8 | -1.7
N#C/C(=C\c1ccc(-c2ccc(F)cc2)o1)C(=O)Nc1nc(-c2cccs2)cs1 | 1.6 | -0.2 | -38.8 | 3.9 | 43.8 | -1.9 | -57.5 | 11.2 | 15.3*
CCNC(=O)C(=O)NCC1OCCCN1S(=O)(=O)c1cccs1 (stereo unspecified) | 2.2 | 0.0 | 2.0 | 2.0 | -12.8 | -4.1 | 2.0 | 0.0 | 0.8
COc1ccc(C(=O)c2c[nH]c(C(=O)NCc3cccnc3)c2)cc1 | 2.6 | 0.0 | 11.5 | 4.4 | -10.1 | -0.7 | -7.4 | 0.8 | -1.4
Cc1ccc(-c2cc(C(=O)Nc3ccc(S(=O)(=O)Nc4ncccn4)cc3)c3ccccc3n2)cc1 | 1.2 | 8.2* | -4.8 | -8.6 | 23.1 | -1.4 | 6.0 | -7.9 | 4.8
COc1ccc(OCC(=O)N2CCN(C(=O)COc3ccccc3)CC2)cc1 | -0.1 | 0.0 | -6.2 | 0.2 | 1.5 | -2.2 | 4.7 | -3.7 | -1.0
Cc1oc2c(c1C(=O)NC(Cc1c[nH]c3ccccc13)C(=O)O)CCCC2 (stereo unspecified) | 2.0 | 0.2 | 0.5 | -2.2 | 5.3 | 1.9 | -5.1 | -4.9 | -1.9
CCCCn1c(N)c(N(Cc2ccccc2OC)C(=O)C(C)C)c(=O)[nH]c1=O | 0.8 | -0.1 | -1.6 | 5.0 | -11.8 | 1.5 | 8.0 | 1.0 | 0.8
COc1ccc(-c2nn(-c3ccccc3)cc2C(=O)N(C)C)cc1 | 0.4 | -0.2 | 4.3 | -1.7 | -5.2 | -1.2 | 5.7 | 6.4 | 0.2
CCCc1cc(=O)oc2c(CNc3ccc(OCC)cc3)c(O)ccc12 | 0.6 | -0.2 | 15.5 | -1.1 | 8.1 | 1.7 | 11.2 | 23.4 | -0.5
COc1ccc(CNC(=O)C(=O)NCCC2CCCCN2S(=O)(=O)c2ccccc2)cc1 (stereo unspecified) | 1.6 | 0.0 | 10.6 | 0.9 | 2.0 | -0.2 | 12.2 | -4.2 | 1.8
Cc1cc(Cl)ccc1OCC(=O)Nc1ccncc1 | 2.2 | 0.7 | -7.5 | 3.8 | -6.3 | 2.3 | -7.2 | 26.9 | -1.5
O=C(COc1ccc(Br)cc1Br)NC1CCS(=O)(=O)C1 (stereo unspecified) | 0.8 | -0.2 | 4.9 | -2.4 | -3.2 | 1.7 | 5.2 | 10.7 | -1.8
CC1(C(=O)OCC(=O)NCCNC(=O)COC(=O)C2(C)CC2(Cl)Cl)CC1(Cl)Cl (stereo unspecified) | -0.1 | 0.1 | 3.0 | -3.6 | -5.1 | -5.5 | 1.0 | -8.4 | -6.5
Cc1ccc2c(c1)/C(=N/N1C(=O)c3ccccc3C1=O)C(=O)N2 | -1.7 | -0.1 | -7.3 | -0.6 | 5.8 | -2.4 | -3.7 | 6.8 | -0.7
COc1ccc(-c2c(S(=O)(=O)c3ccccc3)cnn2-c2ccccc2)cc1 | 4.5 | 0.0 | 7.6 | 2.9 | -1.6 | 0.1 | 4.9 | -4.3 | 3.1
Cc1cc(C)c(NC(=O)CNC(=O)COC(=O)C2CCN(c3ccc(C(F)(F)F)cn3)CC2)c(C)c1 | 0.8 | 0.0 | 1.8 | -4.6 | 2.8 | -2.1 | 7.9 | 10.6 | -0.1
CCOC(=O)c1c(C(=O)OCC)c(C)n(CCc2ccccc2)c1C | 1.0 | 4.0 | 0.4 | 1.2 | 7.5 | 1.2 | -7.7 | -14.3 | 0.3
CN1CCN(C(=O)/C(=C/c2ccccc2F)NC(=O)c2ccccc2)CC1 | 2.2 | 0.0 | 1.1 | -0.3 | 8.7 | -5.6 | 5.6 | 12.3 | -5.0
C=CCOc1ccc(-c2nc3c(c(=O)[nH]c(=O)n3Cc3ccccc3)n2CCCOC)cc1 | 3.5 | 0.1 | 5.2 | 2.4 | 35.5 | -2.1 | 8.0 | -3.2 | -6.5

Complete entries from above. Screens in order: PP5 primary | Efflux pump inh | procasp7 counter | CTSL1 counter | HCV core dimer | TPT1 inh | proCasp3 act | JMJD2C inh | PP1 counter
CCCc1cc(=O)oc2c(CNc3ccc(OCC)cc3)c(O)ccc12 across the screens: 0.6 | -0.2 | 15.5 | -1.1 | 8.1 | 1.7 | 11.2 | 23.4 | -0.5
CCCCn1c(N)c(N(Cc2ccccc2OC)C(=O)C(C)C)c(=O)[nH]c1=O across the screens: 0.8 | -0.1 | -1.6 | 5.0 | -11.8 | 1.5 | 8.0 | 1.0 | 0.8

New compounds follow
SMILES | PP5 primary | Efflux pump inh | procasp7 counter | CTSL1 counter | HCV core dimer | TPT1 inh | proCasp3 act | JMJD2C inh | PP1 counter
CC(C)CCNc1c(-c2cccs2)nc2ccccn12 | 5.1 | 0.1 | 7.8 | -2.7 | -12.2 | -42.5 | 15.2 | 9.6 | 0.1
COc1ccc(S(=O)(=O)N2CCCCC2)cc1NC(=O)CCOc1cc(C)ccc1C | 2.7 | -0.2 | -1.7 | · | · | · | 6.0 | 2.9 | 1.9
CC1(C)Cc2nc(Cl)c(C(=O)O)cc2CO1 | 1.9 | 0.2 | -3.9 | 1.0 | -1.7 | 3.3 | 8.0 | 8.7 | -4.5
C=CC[C@H](CC(=O)NCCO)C(=O)N[C@H](COC(=O)[C@@H](CC=C)CC(=O)OC(C)(C)C)Cc1ccccc1 | · | 0.2 | -2.0 | · | · | · | -3.6 | 5.4 | ·
O=C1CC[C@H](OCc2ccccc2)CCN1[C@H](CSc1ccccc1)Cc1ccccc1 | 1.9 | -0.1 | -5.3 | 0.5 | 2.1 | 0.1 | -1.1 | -1.8 | 1.4
CCOC(=O)C1CCN(C(=O)CCCN2C(=O)c3ccccc3C2=O)CC1 | 1.7 | -0.1 | 2.5 | -10.4 | -6.5 | 1.6 | 6.9 | -2.1 | -0.5
O=S(=O)(Nc1ccc(-n2cnnn2)cc1)c1ccc(F)c(F)c1F | -0.7 | 0.0 | 2.0 | -2.0 | -0.4 | -0.7 | -2.2 | -10.3 | 1.3
CS(=O)(=O)N(CC(=O)N1CCOCC1)c1ccc2c3c(cccc13)CC2 | 0.7 | -0.1 | 1.2 | 2.8 | 1.8 | -3.4 | 4.9 | 10.3 | 1.3
COc1cc(CNc2ccc3[nH]c(=O)[nH]c3c2)ccc1OCc1ccc(F)cc1 | 4.8 | -0.3 | -5.0 | 3.6 | -29.0 | -2.5 | -4.8 | 2.3 | 1.4
c1ccc(-c2noc(-c3cccs3)n2)nc1 | -2.3 | 0.1 | 3.6 | -4.6 | 0.0 | 2.5 | 0.8 | -0.8 | -2.2
Cn1cccc1/C=N/n1c(-c2ccc(Cl)cc2)n[nH]c1=S | -0.7 | -0.1 | -23.9 | 4.8 | 5.1 | -3.3 | -3.3 | 1.5 | -0.4
CCOc1ncccc1C(=O)NCCc1c[nH]c2ccccc12 | 1.5 | 0.0 | 3.6 | 1.4 | -2.6 | 0.0 | 9.7 | 21.1 | 0.5
COc1ccc(-c2nc3cc(C)ccn3c2NCc2ccc3c(c2)OCO3)cc1 | -0.4 | 0.1 | 3.1 | 2.5 | -19.1 | 1.3 | -1.7 | 8.4 | -0.7
COc1cc(C(C(=O)NC(C)(C)C)N(C(=O)CNC(=O)c2cccs2)c2ccccc2)cc(OC)c1OC (stereo unspecified) | 0.2 | 0.1 | 3.2 | -5.8 | 4.3 | 1.7 | 8.3 | 4.0 | 2.7
O=C(Cc1ccc(O)cc1)NCCNC(=S)NCc1ccccc1 | 0.0 | -0.1 | -3.2 | 25.2* | -9.8 | -1.5 | -14.2 | 3.9 | 0.0
Cc1cnccc1CN(C)C(=O)C1CCC(=O)N(Cc2ccccc2F)C1 (stereo unspecified) | -1.6 | 0.0 | 5.2 | -0.9 | -4.6 | 0.2 | 1.0 | 7.3 | -3.2
O=C(C1=C(O)C(=O)N(CCN2CCOCC2)C1c1ccco1)c1cc2ccccc2o1 (stereo unspecified) | -2.1 | -0.1 | -29.2 | -0.2 | 2.1 | 1.8 | -16.6 | 9.6 | 3.9
CCOC(=O)C1(Cc2cccc(OC)c2)CCN(C(C)CC(C)(C)O)CC1 (stereo unspecified) | -0.7 | 0.0 | 2.2 | -0.7 | -1.2 | -2.8 | 3.3 | 0.2 | 2.3
Cc1nnsc1C(=O)N1CCN(c2cc(C(F)(F)F)ccn2)CC1 | -0.1 | -0.1 | -3.2 | 2.4 | -5.6 | -5.4 | 4.3 | 1.1 | 0.8
Cc1cc(C)n(-c2ccc(C(C)C)cc2)c(=O)c1C#N | 2.9 | 0.4 | -9.1 | -2.3 | 3.6 | 0.8 | -1.1 | -5.2 | -0.3
N=C1/C(=C/c2ccc(Br)o2)C(=O)N=C2SC(CC(=O)N3CCCC3)=NN12 | 1.1 | -0.5 | 0.7 | 2.2 | 10.3 | 9.1 | 6.3 | -6.9 | 4.1
CC(C)C(c1nnnn1Cc1ccc(F)cc1)N1CCN(c2ccc(O)cc2)CC1 (stereo unspecified) | 2.4 | 0.2 | -34.1 | -4.0 | 0.8 | 1.4 | -16.1 | 3.7 | -4.2
Cn1nc(C(C)(C)C)cc1C(=O)Sc1cccc(Br)c1 | -0.2 | 0.0 | 5.5 | -5.0 | 0.1 | -2.1 | -8.0 | 1.3 | -2.1
CSc1cccc(NCc2ccc([N+](=O)[O-])cc2)c1 | 6.1 | 0.4 | 2.9 | -2.0 | 4.0 | -3.4 | 1.6 | -7.6 | 0.2
COc1ccc(-c2[nH]c(-c3ccc(C)cc3)nc2SCC(=O)Nc2nccs2)cc1 | 2.8 | 0.6 | 1.2 | -1.1 | -11.4 | -0.6 | -3.2 | -1.4 | -0.4

Screening results deposited in PubChem BioAssay by several laboratories.
